# Assay outcomes: PubChem BioAssay, several laboratories
# DTT redox prof = compounds producing H2O2 with reducing agent – biochemical, NIH compound library profiling, artefact control for MLSCN library redox annotation, primary screen; activation, % at 10 µM; 0.03% of 200,000 active; AID 878; DTT-dependent redox cycling H2O2, phenol red/HRP absorbance; 100% = 100 µM peroxide control, 0% = buffer;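 active means activation of at least 50% relative to the plate's high and low controls in the primary single-dose screen; inactive means activation below 50%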;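 further: compound incubated with DTT at 0.8 mM final as the reducing agent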
# bIAP act = increases bovine intestinal alkaline phosphatase activity; purified bovine IAP, CDP-star luminescence, 30 min; stronger effect = higher value; fold of DMSO-control signal, blank-subtracted; activation factor at 20 µM; 0.17% of 200,000 active; AID 1016;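 active means activation factor of 2 or more at 20 µM, a signal rise over negative controls twice the positive control's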
# PPARg SRC2 recr = PPARgamma-driven SRC-2 recruitment agonism; 0.34% of 200,000 active; P37231; activation, % at 8 µM; PPARgamma LBD-SRC-2 recruitment, biochemical; AID 1032; in the data active means activation above about 22%;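 further: 0% = vehicle and 100% = reference agonist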
# Target sequence (P37231 whole entry, looked up, the tested form may be a part): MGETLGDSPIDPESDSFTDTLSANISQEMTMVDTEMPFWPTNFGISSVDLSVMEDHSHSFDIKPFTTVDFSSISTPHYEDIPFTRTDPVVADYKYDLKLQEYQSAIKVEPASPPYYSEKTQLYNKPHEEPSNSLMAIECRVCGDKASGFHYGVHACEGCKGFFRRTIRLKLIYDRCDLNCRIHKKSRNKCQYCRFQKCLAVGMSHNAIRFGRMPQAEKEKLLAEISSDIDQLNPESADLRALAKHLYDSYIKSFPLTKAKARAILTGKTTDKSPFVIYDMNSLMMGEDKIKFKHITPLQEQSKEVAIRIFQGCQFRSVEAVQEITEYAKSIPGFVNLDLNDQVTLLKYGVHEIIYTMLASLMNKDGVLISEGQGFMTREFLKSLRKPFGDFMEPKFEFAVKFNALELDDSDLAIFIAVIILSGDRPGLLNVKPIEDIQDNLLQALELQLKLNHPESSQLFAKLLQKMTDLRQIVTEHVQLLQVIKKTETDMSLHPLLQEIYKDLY
# Lmaj promast = inhibitors of Leishmania major promastigote growth; inhibition, % at 10 µM; AID 1063; 9% of 200,000 active; Leishmania major promastigotes, resazurin fluorescence viability; in the data active means inhibition above about 50%;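 further: promastigotes grown with compound for 44 hours at 28 °C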
# PPARg SRC-3 ag = promotes SRC-3 coactivator recruitment by human PPARgamma. biochemical PPARgamma/SRC-3 coactivator recruitment assay. AID 731. 0.26% of 200,000 active. activation, % at 8 µM; in the data active means activation above about 23%;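 further: 0% = DMSO and 100% = reference agonist; some compounds past the cut are filed as inactive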
# PPARg SRC-1 ag = promotes SRC-1 coactivator recruitment by human PPARgamma; P37231; PPARgamma-SRC-1 coactivator recruitment biochemical assay; activation, % at 8 µM; 0.41% of 200,000 active; AID 631; in the data active means activation above about 19%;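 further: 0% = DMSO and 100% = reference agonist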
# ROMK mod = modulators of human ROMK potassium channel; P48048; Tet-inducible ROMK, thallium flux fluorescence; actives lie on both sides; B-score at 10 µM; 2% of 130,000 active; AID 1918;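 active means signal ratio slope over the read window, or its plate-corrected B-score, at least 3 SD from the plate mean, either direction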;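 further: B-score of the F/F0 ratio slope over 7 to 12 s after thallium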
# Target sequence (P48048 whole entry, looked up): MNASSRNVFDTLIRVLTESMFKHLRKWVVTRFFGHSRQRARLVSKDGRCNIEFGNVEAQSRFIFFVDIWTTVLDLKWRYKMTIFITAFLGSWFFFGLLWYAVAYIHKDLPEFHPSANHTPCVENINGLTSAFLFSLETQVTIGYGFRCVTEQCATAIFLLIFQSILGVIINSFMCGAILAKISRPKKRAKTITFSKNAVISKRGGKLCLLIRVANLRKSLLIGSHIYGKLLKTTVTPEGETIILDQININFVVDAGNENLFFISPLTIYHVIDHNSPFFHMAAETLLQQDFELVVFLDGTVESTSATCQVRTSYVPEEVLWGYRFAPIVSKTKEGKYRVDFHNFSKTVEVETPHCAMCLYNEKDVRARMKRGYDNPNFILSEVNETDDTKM
# bIAP inhibitor = blocks bovine intestinal alkaline phosphatase activity. inhibition, % at 20 µM. AID 1019. purified bovine IAP, CDP-star luminescence, 30 min. 190,000 tested, under 10 active;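 active means over 50% inhibition of intestinal alkaline phosphatase at 20 µM in the single-dose screen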
#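 test system = bovine IAP enzyme | medium = DEA buffer 100 mM, pH 9.8, with MgCl2 1.0 mM, ZnCl2 0.02 mM | detection = luminescence | dosing = single compound dose of 20 µM, 2% DMSO final | incubation = 30 min reaction at room temperature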
# S1P3 antagonist = S1P3 (human) receptor antagonism | inhibition, % at 4.98 µM | AID 485 | 0.27% of 170,000 active | Q99500 | CHO S1P3 NFAT-BLA reporter, FRET fluorescence, antagonist mode;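 active means inhibition above the plate cutoff, the mean inhibition of test wells on that plate plus 3 SD, cut at about 28% in these data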;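 further: cells challenged with S1P at its EC80 of 0.8 µM; blue over green emission ratio from cleaved BLA substrate after 4 h stimulation; 0% = S1P-stimulated wells and 100% = unstimulated DMSO-only wells; some compounds past the cut are filed as inactive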
# SRC2 TRFRET art = TR-FRET artefact, counter-screen to PPARgamma/SRC-2 agonist assay. stronger effect = higher value. AID 1049. 0.4% of 200,000 active. TR-FRET ratio at 8 µM; in the data active means TR-FRET ratio above about 2000; further: inactives centre near 1500
# TLR4-MyD88 BLA = blocks binding of human TLR4 to MyD88; HeLa CL3-4 TLR4/MyD88 BLA complementation, FRET ratio; inhibition, % at 8.4 µM; 0.18% of 200,000 active; AID 861; in the data active means inhibition above about 25%;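 further: 0% = vehicle and 100% = reference inhibitor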
# The depositor's hits bear a star; . = no result given.
# Order of results – DTT redox prof, bIAP act, PPARg SRC2 recr, Lmaj promast, PPARg SRC-3 ag, PPARg SRC-1 ag, ROMK mod, bIAP inhibitor, S1P3 antagonist, SRC2 TRFRET art, TLR4-MyD88 BLA
1) Nc1cccc(-c2nc3cc(S(=O)(=O)c4ccc5oc(-c6cccc(N)c6)nc5c4)ccc3o2)c1
→ -7.3, 1, 2, -1, -4, -2, ., 3, ., 1503, 15
2) c1csc(-c2nnc(NC3CCCCC3)c3ccccc23)c1
→ 0.8, 0.3, 8, 46, 0, 6, ., ., -1, 1726, -16
3) CC1CCCCC1NC(=O)NC(=O)CCl (stereo not drawn)
→ -0.1, 1, 0, 98*, 1, -3, 0.21, -2, 9, 1448, -11
4) O=C(OCn1nnc2ccccc2c1=O)c1ccc2ccccc2n1
→ 0.0, 0.9, 3, -3, 5, -5, 0.11, 11, -12, 1555, -7
5) C=CCN1C(=O)C(Cc2cccc(Cl)c2)S/C1=N/N=C/c1ccco1 (stereo not drawn)
→ 2.8, 0.8, -1, -5, -5, 2, ., 15, ., 1579, -4
6) Cc1cc(C)n(C)c(=O)c1C#N
→ -0.4, 1.1, -1, -8, -2, 0, 0.16, -13, -4, 1423, 8
7) O=C(CSc1ccc(Cl)cc1)Nc1cccc(-c2nc3ccccc3[nH]2)c1
→ 1.0, 1, 6, -2, 4, 4, ., 1, 0, 1544, -27
8) CCn1cc(Cl)c(C(=O)Nc2cccc(C(F)(F)F)c2)n1
→ -0.1, 1.1, 13, 1, 6, 1, -0.36, -9, 2, 1603, 8
9) CCOc1ccc(S(=O)(=O)Nc2ccccc2C(=O)NCC2CCCO2)cc1 (stereo not drawn)
→ -0.8, 1, 4, 0, 0, 4, ., 3, 2, 1614, -10
10) Cc1cc(NC(=O)COC(=O)COc2ccc(C(=O)c3ccccc3)cc2)no1
→ 14, 0.9, 8, 1, 0, 10, ., 5, -17, 1536, -1
11) Cc1noc(C)c1S(=O)(=O)N(CC(=O)N1CCCC1)c1ccc(C(C)C)cc1
→ -1.1, 1, -3, 1, -12, -2, ., -2, -20, 1384, -1
12) Cc1ccc(NC2c3ccccc3C(=O)N2CCN2CCOCC2)cc1 (stereo not drawn)
→ -0.8, 1.1, 4, -4, -1, 1, ., -8, ., 1733, 3
13) O=C(Oc1ccc2c(c1)C(=O)c1ccccc1CO2)c1ccccc1
→ 0.2, 0.7, 7, 3, 3, 0, -0.0042, 34, ., 1618, 4
14) O=C(CN1CCN(c2ccc(F)cc2)CC1)N1CCC(Cc2ccccc2)CC1
→ 2.6, 1.2, -8, 88*, -4, -4, ., -15, 7, 1464, 5
15) O=C(/C=C/c1ccco1)NC(=S)Nc1ccccc1N1CCCC1
→ -0.6, 1, -6, 31, 0, -4, -0.65, 3, 4, 1253, -9
16) COc1ccccc1N(CC(=O)Nc1ccc2c(c1)OCCO2)S(C)(=O)=O
→ 0.0, 1.1, -11, -1, -8, -1, -1.8, -5, -14, 1498, 11
17) COc1ccc(Cc2noc(CN(C)CCN3CCc4ccccc4C3)n2)cc1OC
→ -1.1, 1.1, 3, 1, -1, 5, -0.05, -14, -8, 1555, -2
18) COc1cc(-c2nnc(-c3cccs3)o2)cc(OC)c1OC
→ -0.6, 1.1, -2, 16, -7, 12, ., -9, -12, 1535, -17
19) CC(=O)c1c(C)[nH]c(C(=O)OCC(=O)Nc2cc(C(F)(F)F)ccc2N2CCOCC2)c1C
→ -0.5, 1.1, 5, 36, -2, 8, 1.6, -7, 10, 1680, 7
20) COc1cc(OC)c(NC(=O)CC(C)=O)cc1Cl
→ 1.5, 0.9, -10, 16, 0, 2, -0.39, 6, 7, 1515, -10
21) c1cc(CNc2ccc3c(c2)OCO3)ccn1
→ 2.4, 1, 8, 36, -3, -7, ., 3, -11, 1504, 9
22) COc1ccc2sc(N(CCN(C)C)C(=O)c3cc(Cl)sc3Cl)nc2c1
→ 0.2, 1, -1, 0, 6, 8, -0.28, -4, 3, 1489, 1
23) CCCOc1ccc(C(=O)OCC(=O)c2c(N)n(C)c(=O)n(C)c2=O)cc1OC
→ 0.0, 1.1, -5, -5, 3, -1, 0.034, -11, -19, 1548, 3
24) CC(C)(C)N1C(=O)c2ccc(C(=O)Nc3ccc(-c4nc5ccccc5[nH]4)cc3)cc2C1=O
→ -0.1, 0.9, 2, -4, -3, -3, 0.16, 7, 6, 1570, 9
25) CCNC(=O)c1sc(-c2ccccc2)nc1C
→ -0.5, 0.9, 1, -4, 5, 2, ., 14, 4, 1417, -6
26) O=C1CC(c2ccccc2)n2nc(NC(=O)c3ccccc3)nc2N1 (stereo not drawn)
→ 1.6, 0.9, -2, -4, -2, 4, ., 6, ., 1388, 2
27) Cc1ccc(S(=O)(=O)N[C@H](C(=O)Oc2ccc3c(C(F)(F)F)cc(=O)oc3c2)c2ccccc2)cc1
→ -3.2, 1, -5, -3, -8, -3, ., -4, ., 1346, 32*
28) CCc1cc2cc(OC)ccc2nc1SCC(=O)NNC(=O)c1ccco1
→ -0.4, 0.9, -1, -5, -3, 0, -1.1, 12, 2, 1419, 2
29) CCNC(=S)N1CCN(S(=O)(=O)c2ccccc2C(F)(F)F)CC1
→ -0.2, 0.9, -4, -4, 7, -1, -0.33, 7, -15, 1733, 2
30) Cc1c(C(=O)N/N=C/c2ccc(O)c(Br)c2)sc(N)c1C#N
→ 0.1, 1, 5, 27, 6, 12, -0.5, -4, 7, 1643, -7
31) CCOC(=O)C1CCCN(c2nc3ccccc3nc2C(C#N)C(=O)NCc2ccccc2)C1 (stereo not drawn)
→ 1.1, 0.9, -3, -1, 2, -4, ., 14, 40, 1354, 0
32) O=C(Cn1ncc2c(=O)oc3ccccc3c21)NCCc1ccsc1
→ -0.9, 0.8, -3, -5, 7, 1, ., 16, ., 1429, -2
33) CCOc1ccc(C(=O)NC(=S)NC2CCCC2)cc1[N+](=O)[O-]
→ -0.7, 1.1, -2, 58*, 5, 5, ., -8, 2, 1554, -19
34) CCCCn1c(SCC(=O)c2ccc(OC)cc2OC)nc2cc(S(N)(=O)=O)ccc21
→ -0.3, 0.9, -8, 2, -1, 0, 0.018, 7, -7, 1423, 10
35) COc1ccc(C(=O)N2CCN(c3cccc(Cl)c3)CC2)cc1
→ 0.2, 0.9, -1, -1, -2, -1, ., 12, ., 1509, -8
36) CCC1CCCCN1CCCNC(=O)Cn1nc(-c2ccc(C)cc2)ccc1=O (stereo not drawn)
→ 1.8, 1.1, 3, -4, 1, 0, ., -11, -2, 1586, -8
37) CN(Cc1ccccc1)C(=O)CN1C(=O)C2C3C=CC(C3)C2C1=O (stereo not drawn)
→ -4.0, 0.8, -2, 0, -9, 2, ., 16, ., 1272, 17
38) CSc1cccc(NC(=O)c2ccccn2)c1
→ -1.0, 0.9, 2, -7, -4, 6, 0.55, 8, 0, 1682, 2
39) COc1ccc(OC)c(NC(=O)c2cccnc2Sc2ccccc2)c1
→ -0.1, 1, -2, 7, 0, -1, 0.015, -3, -6, 1365, -23
40) O=C(CN1CCCCCC1=O)N1CCN(S(=O)(=O)c2cccs2)CC1
→ -1.1, 1, 4, -1, -4, -4, 0.33, 0, -5, 1494, 4
41) COc1ccc(C(NC(=O)C(C)(C)C)NC(=O)C(C)(C)C)cc1
→ -3.9, 0.9, 2, -4, -15, 1, ., 8, -18, 1567, -14
42) Nc1nc(SCC(=O)Nc2ccc3c(c2)OCO3)n[nH]1
→ -0.2, 1.1, -2, -1, 1, 11, 0.3, -10, -15, 1601, -2
43) CCN1CCN(C(=O)Nc2cccc(C(F)(F)F)c2)CC1
→ 0.6, 1, -7, -5, 6, 1, 0.31, 3, 14, 1437, 8
44) Cc1cc(C(F)(F)F)c(C#N)c(SCC(=O)Nc2nc3cc(Br)ccc3s2)n1
→ 1.0, 1.1, -3, -3, -4, 3, ., -10, -3, 1581, 14
45) Cc1cccc(NC(=O)NNC(=O)c2sccc2-n2cccc2)c1
→ -1.6, 1.2, -2, -7, 1, -4, 0.89, -20, -10, 1598, 0
46) C/C(=N\NC(=O)c1ccccc1)c1ccc(N2CCOCC2)cc1
→ -1.2, 0.9, 0, -1, -1, -7, 1.6, 11, ., 1402, 5
47) O=C(O)CSCc1nc2scc(-c3ccccc3)c2c(=O)[nH]1
→ -1.8, 1.1, -1, -9, 1, 6, 0.77, -14, 2, 1480, -8
48) O=C(CSc1nnc(-c2ccco2)o1)c1ccc[nH]1
→ -0.1, 1.2, 2, -7, 1, 1, 0.033, -22, -17, 1597, -3
49) O=C(N/N=C/c1oc(O)c2ccccc12)c1ccccc1
→ -2.1, 1, 2, -3, -1, -1, -0.39, 1, -11, 1648, -9
50) CCCCC(c1nnnn1CS(=O)(=O)c1ccc(C)cc1)N1CCN(c2ccccc2)CC1 (stereo not drawn)
→ 2.8, 1, 13, 39, 5, 3, 0.093, -4, 8, 1534, 3
51) O=C(c1nc2n(n1)C(c1ccc(Cl)cc1)C=C(c1ccccc1)N2)N1CCOCC1 (stereo not drawn)
→ -0.2, 1, 1, -3, 15, -4, -0.94, -1, 22, 1699, 22

# Ordered by value in DTT redox prof (largest number first): some entries from above.
cpd	mol	DTT redox prof
2	c1csc(-c2nnc(NC3CCCCC3)c3ccccc23)c1	0.8
13	O=C(Oc1ccc2c(c1)C(=O)c1ccccc1CO2)c1ccccc1	0.2
3	CC1CCCCC1NC(=O)NC(=O)CCl (stereo not drawn)	-0.1
42	Nc1nc(SCC(=O)Nc2ccc3c(c2)OCO3)n[nH]1	-0.2
12	Cc1ccc(NC2c3ccccc3C(=O)N2CCN2CCOCC2)cc1 (stereo not drawn)	-0.8
38	CSc1cccc(NC(=O)c2ccccn2)c1	-1.0
27	Cc1ccc(S(=O)(=O)N[C@H](C(=O)Oc2ccc3c(C(F)(F)F)cc(=O)oc3c2)c2ccccc2)cc1	-3.2

# A different layout for part of the listing above.
[33] CCOc1ccc(C(=O)NC(=S)NC2CCCC2)cc1[N+](=O)[O-]
[34] CCCCn1c(SCC(=O)c2ccc(OC)cc2OC)nc2cc(S(N)(=O)=O)ccc21
[35] COc1ccc(C(=O)N2CCN(c3cccc(Cl)c3)CC2)cc1
[36] CCC1CCCCN1CCCNC(=O)Cn1nc(-c2ccc(C)cc2)ccc1=O (stereo not drawn)
assay / entry	33	34	35	36
DTT redox prof	-0.7	-0.3	0.2	1.8
bIAP act	1.1	0.9	0.9	1.1
PPARg SRC2 recr	-2	-8	-1	3
Lmaj promast	58*	2	-1	-4
PPARg SRC-3 ag	5	-1	-2	1
PPARg SRC-1 ag	5	0	-1	0
ROMK mod	.	0.018	.	.
bIAP inhibitor	-8	7	12	-11
S1P3 antagonist	2	-7	.	-2
SRC2 TRFRET art	1554	1423	1509	1586
TLR4-MyD88 BLA	-19	10	-8	-8
